# ANO1 activ = mouse TMEM16A channel activation, primary screen. Q8BHY3. HEK293 TMEM16A/YFP-H148Q/I152L, iodide quench fluorescence; stronger effect = lower value. B-score at 10 µM. actives 0.3% (n = 340,000). AID 623877;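 active = fluorescence-ratio B-score plate-corrected deviation score at least 3 library SD below zero, with starting fluorescence score within 5 deviations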;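 also: channel opened by trigger with iodide after compound preincubation; score built on the fluorescence ratio of max minus min over baseline; more negative score means more quench and so TMEM16A activation or potentiation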
# Target sequence (Q8BHY3 whole entry, looked up): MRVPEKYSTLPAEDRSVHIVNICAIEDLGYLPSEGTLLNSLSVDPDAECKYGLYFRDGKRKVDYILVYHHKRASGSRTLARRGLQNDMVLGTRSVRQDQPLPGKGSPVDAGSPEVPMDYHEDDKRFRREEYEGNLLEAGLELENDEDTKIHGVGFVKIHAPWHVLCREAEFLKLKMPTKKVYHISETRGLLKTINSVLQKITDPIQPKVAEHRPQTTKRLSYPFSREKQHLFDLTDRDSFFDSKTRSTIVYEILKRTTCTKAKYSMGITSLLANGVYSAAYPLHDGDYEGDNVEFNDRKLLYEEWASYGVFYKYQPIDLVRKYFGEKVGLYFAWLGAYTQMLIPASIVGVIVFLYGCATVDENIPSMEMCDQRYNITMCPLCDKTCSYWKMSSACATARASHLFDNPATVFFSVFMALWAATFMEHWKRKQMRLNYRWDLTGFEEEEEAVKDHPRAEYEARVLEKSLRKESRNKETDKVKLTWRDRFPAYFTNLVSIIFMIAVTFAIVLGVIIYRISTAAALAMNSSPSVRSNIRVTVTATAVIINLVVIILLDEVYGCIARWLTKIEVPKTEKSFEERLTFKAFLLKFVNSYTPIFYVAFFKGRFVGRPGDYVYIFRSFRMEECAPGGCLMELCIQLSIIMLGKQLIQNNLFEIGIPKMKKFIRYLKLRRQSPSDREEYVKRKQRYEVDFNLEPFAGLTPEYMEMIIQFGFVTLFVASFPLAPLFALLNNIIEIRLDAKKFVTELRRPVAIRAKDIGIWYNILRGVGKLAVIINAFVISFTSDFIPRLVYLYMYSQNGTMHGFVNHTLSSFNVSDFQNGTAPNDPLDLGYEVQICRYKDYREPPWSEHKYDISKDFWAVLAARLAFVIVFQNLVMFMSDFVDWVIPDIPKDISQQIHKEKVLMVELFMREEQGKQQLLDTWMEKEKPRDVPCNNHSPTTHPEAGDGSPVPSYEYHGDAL
# TRPC6 act = mouse TRPC6 channel activation. Q61143. HEK293-TRPC6 membrane potential dye fluorescence; stronger effect = higher value. B-score at 10 µM. actives 0.13% (n = 310,000). AID 2550;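 active = B-score of the integrated fluorescence ratio above library mean plus 3 SD, and starting fluorescence ratio within library mean plus 5 SD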;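 also: higher score means more depolarization so channel activation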
# TRPC6 inhibitor = blocks the mouse TRPC6 cation channel | Q61143 | HEK293-TRPC6, membrane potential dye, ACh-evoked depolarization; stronger effect = lower value | B-score at 10 µM | actives 1.1% (n = 310,000);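 active = B-score under library mean minus 3 SD, initial fluorescence not abnormally high, positive integrated signal ratio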;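 also: B-score derived from integrated fluorescence ratio over the kinetic read; more negative B-score means stronger inhibition of depolarization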
# TRPC4 PAM = allosterically enhances the mouse TRPC4 cation channel; actives 0.42% (n = 310,000); Q9QUQ5; HEK293 TRPC4beta/mu-opioid, DAMGO EC20, Fluo-4 Ca2+ flux; stronger effect = higher value; B-score at 10 µM;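 active = B-score of calcium response area above 5 SD of library B-scores, with initial fluorescence ratio within 5 SD of library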;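 also: B-score of integrated fluorescence ratio over time as area under calcium response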
# ANO1 block = inhibitors of mouse TMEM16A calcium-activated chloride channel; AID 588511; normalized B-score (activity score, 25-100; higher = stronger inhibition) at 10 µM; Q8BHY3; actives 1.2% (n = 310,000); HEK293 TMEM16A/YFP iodide influx fluorescence, ionomycin;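 active = ratio plate-corrected score three or more library SD toward inhibition, starting fluorescence score within five deviations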;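 also: score derived from kinetic fluorescence span divided by baseline fluorescence per well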
# TRPC4 inh = inhibitors of mouse TRPC4 channel | Q9QUQ5 | HEK293 TRPC4beta/mu-opioid, DAMGO-evoked Fluo4 calcium flux; stronger effect = lower value | B-score at 10 µM | actives 0.39% (n = 300,000);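 active = B-score over 3 SD under the library average, no early fluorescence shift, positive overall ratio signal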
#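 Assay system: TRPC4beta/mu-opioid receptor HEK293 cell line; compound dosing: single concentration per test compound; detection: Fluo4 Ca2+ flux fluorescence; evaluation: per-well B score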
# TRPC4 act = activators of mouse TRPC4 channel; Q9QUQ5; HEK293 TRPC4beta/mu-opioid, Fluo4 calcium fluorescence; stronger effect = higher value; B-score at 10 µM; actives 0.49% (n = 310,000);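 active = B-score above 5 SD of library B-scores, and initial fluorescence ratio not above library mean plus 5 SD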;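 also: positive B-score marks a calcium rise read as TRPC4 activation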
#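 Assay system: HEK293 stable line with TRPC4beta plus mu-opioid receptor; schedule: 45 min room-temperature Fluo4 loading, 110 s read; technique: kinetic Fluo4 calcium fluorescence; evaluation: integrated baseline-normalised fluorescence ratio, converted to per-well B score; controls: buffer (low) and maximal DAMGO (high)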
# SKKanGAS inh = blocks kanamycin growth of S. pyogenes SKKanGAS strain | actives 1.3% (n = 300,000) | BacTiter-Glo, 6 h | inhibition, % at 7.5 µM;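 active = mean replicate score, as percent of positive control median, at least 50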;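 also: strain carries kanamycin resistance gene driven by streptokinase promoter and grows in 40 µg/ml kanamycin; loss of luminescence reflects streptokinase promoter inhibition or plain growth inhibition; 0% = median of DMSO wells and 100% = positive control at its reference dose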
# MrgX1 ag = agonists of human MrgX1 receptor; Q96LB2; MrgX1-HEK293 cells, Fluo-4 calcium fluorescence, agonist mode; stronger effect = higher value; B-score at 10 µM; actives 0.44% (n = 310,000); AID 588627;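 active = calcium response B-score plate-corrected fluorescence ratio at least 3 library SD, with starting fluorescence B-score inside 5 SD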
#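 Material – MrgX1-expressing HEK293 cells · Input – 15,000 cells seeded per well · Dosing – compound as first of three additions · Times – overnight seeding, then 1 h dark dye loading · Measured by – kinetic Fluo-4 NW fluorescence of intracellular calcium · Read-out – B-scored fluorescence response ratio · Benchmarks – positive and negative control wells on each plate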
# MrgX1 PAM = human MrgX1 positive allosteric modulation, primary screen; Q96LB2; MrgX1-HEK293, Fluo-4 calcium flux, FDSS; stronger effect = higher value; B-score at 10 µM; actives 0.63% (n = 310,000); AID 588675;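 active = plate-corrected calcium response at least 3 library SD above typical, normal starting fluorescence, not activating the receptor alone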;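 also: compound read alongside a low EC10 to EC30 dose of BAM8-22 agonist; peak minus trough fluorescence over baseline measured at the second addition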
# MrgX1 antag = antagonists of human MrgX1 receptor; MRGX1-HEK293 calcium flux, Fluo-4, BAM8-22 antagonism; stronger effect = lower value; B-score at 10 µM; actives 1.3% (n = 310,000);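 active = calcium-response B-score plate-corrected more than 3 library SD below zero, starting fluorescence within 5 deviations, no agonist response on first addition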;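 also: peak minus trough fluorescence over baseline after final BAM8-22 challenge near maximal dose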
# Starred values were filed as active, the others as inactive; i = inactive; . = no result given.
SMILES,ANO1 activ,TRPC6 act,TRPC6 inhibitor,TRPC4 PAM,ANO1 block,TRPC4 inh,TRPC4 act,SKKanGAS inh,MrgX1 ag,MrgX1 PAM,MrgX1 antag
O=C(c1cccs1)c1cn(CC(=O)N2CCc3ccccc3C2)c2ccccc12,i,i,i,i,i,i,i,-0.2,i,i,i
O=C(CO/N=C/c1ccccc1Cl)N1CCCc2ccccc21,i,i,i,i,i,i,i,-0.7,i,i,i
CCOC(=O)c1cc(-c2ccccc2)sc1NC(=O)CCN1C(=O)c2ccccc2C1=O,i,i,i,i,i,i,i,-7.8,i,i,i
Cc1cc(C)n(C(=O)CSc2ccc(Cl)cc2)n1,i,i,i,i,i,i,i,-3.9,i,i,i
CC(OC(=O)c1ccncc1)C(=O)Nc1cccc([N+](=O)[O-])c1 (centres undefined),i,i,i,i,i,i,i,-0.7,i,i,i
COc1cccc(/C=C(/C#N)c2ccc(F)cc2)c1OCc1cccc(C(=O)O)c1,i,i,i,i,i,i,i,22.9,i,i,i
Cc1oc(-c2cc3c(cc2Cl)OCO3)nc1CN1CCCC(C(=O)N2CCOCC2)C1 (centres undefined),i,i,i,i,i,i,i,-1.0,i,i,i
COc1cc(C(CC(=O)Nc2ccc(C)cn2)N2Cc3ccccc3C2=O)cc(OC)c1OC (centres undefined),i,i,i,i,i,i,i,0.0,i,i,i
COc1ccc(N(C(=O)Cn2nnc(-c3ccc(F)cc3)n2)C(C)C(=O)NC2CCCC2)cc1 (centres undefined),i,i,i,i,i,i,i,-4.5,i,i,i
COc1ccc(/C=N/NC(=O)c2cc[n+]([O-])cc2)cc1OC,i,i,i,i,i,i,i,-2.0,i,i,i
Cc1cccc(NC(=O)CCC(=O)Nc2nnc(C(F)(F)F)s2)c1,i,i,i,i,i,i,i,2.6,i,i,i
Cc1ccc(-c2cc(C(F)F)nc(N3CCC(C)CC3)n2)cc1,i,i,i,i,i,i,i,63.1*,i,i,i
Cc1ccn2c(=O)nc(SCC(=O)N3N=C(c4cccs4)CC3c3ccc(F)cc3)nc2c1 (centres undefined),i,i,i,i,i,i,i,19.6,i,i,i
CC(CN1CCOCC1)OC(=O)/C=C/c1ccccc1 (centres undefined),i,i,i,i,i,i,i,-6.3,i,i,i
COc1ccc(CNC(=O)CN(C)S(=O)(=O)c2ccc(Cl)cc2)cc1,i,i,i,i,i,i,i,5.3,i,i,i
O=[N+]([O-])c1ccccc1C1Nc2cccc3cccc(c23)N1,i,i,i,i,i,i,i,16.1,i,i,i
O=C(O)c1cc2nc(C3CC3)cc(C(F)(F)F)n2n1,i,i,i,i,i,i,i,-1.3,i,i,i
Cc1ccc(N2CC(C(=O)Nc3nnc(SCC(=O)Nc4cc(C)on4)s3)CC2=O)cc1 (centres undefined),i,i,i,i,i,i,i,-4.8,i,i,i
O=C(NC1CCN(C(=O)Nc2cccc(F)c2)CC1)c1ccco1,i,i,i,i,i,i,i,-4.3,i,i,i
Cc1nnc(NC(=O)CCSc2ccccc2)s1,i,i,i,i,i,i,i,-3.7,i,i,i

# The last 2 compounds of the section above open the next one.
SMILES,ANO1 activ,TRPC6 act,TRPC6 inhibitor,TRPC4 PAM,ANO1 block,TRPC4 inh,TRPC4 act,SKKanGAS inh,MrgX1 ag,MrgX1 PAM,MrgX1 antag
O=C(NC1CCN(C(=O)Nc2cccc(F)c2)CC1)c1ccco1,i,i,i,i,i,i,i,-4.3,i,i,i
Cc1nnc(NC(=O)CCSc2ccccc2)s1,i,i,i,i,i,i,i,-3.7,i,i,i
O=C(Nc1ccc(N=Nc2ccccc2)cc1)c1ccccc1Cl,i,i,i,i,i,i,i,-10.0,i,i,i
CC1CCN(c2c(NCC3CCC(C(=O)NCCCc4ccccc4)CC3)c(=O)c2=O)CC1 (centres undefined),.,i,i,i,i,i,i,1.7,i,i,i
Cc1ccc(NC(=O)CSc2nncc3ccccc23)cc1,i,i,i,i,i,i,i,9.3,i,i,i
O=C(c1ccco1)N1N=C(c2ccc(Br)cc2)CC1(O)C(F)(F)F (centres undefined),i,i,i,i,i,i,i,-1.4,i,i,i
NC1=NC2(CCCCC2)N(c2ccc(F)cc2)C(N)=N1,i,i,i,i,i,i,i,0.5,i,i,i
COc1ccc2c(C(=O)CCl)c[nH]c2c1,i,i,i,i,i,i,i,1.7,i,i,i
CCN(CC)S(=O)(=O)c1cc(NC(=O)C(C)N2CCN(c3ccccn3)CC2)ccc1C (centres undefined),i,i,i,i,i,i,i,-6.1,i,i,i
N#C/C(=C\c1cccnc1)C(=O)Nc1ccccc1,i,.,.,.,i,.,.,.,i,i,i
Cc1c(C(=O)O)sc2nc(/C=C/c3cccc(O)c3)[nH]c(=O)c12,i,i,i,i,i,i,i,6.2,i,i,i
COc1ccc(Cn2nnnc2C(c2cccs2)N2CCOCC2)cc1 (centres undefined),i,i,i,i,i,i,i,-9.3,i,i,i
C=CCN(CC=C)C(=O)C(=O)c1cc(C)n(-c2ccc([N+](=O)[O-])cc2)c1C,i,i,i,i,i,i,i,1.9,i,i,i
CS(=O)(=O)c1ccc2nc(NC(=O)CCS(=O)(=O)c3ccccc3)sc2c1,i,i,i,i,i,i,i,-0.5,i,i,i
CC1CCN(c2nnc(N3CCC(C)CC3)c3ccccc23)CC1,i,i,i,i,i,i,i,3.6,i,i,i
O=C(O)c1ccc(CSc2nc3ccccc3[nH]2)cc1,i,i,i,i,i,i,i,-0.1,i,i,i
O=[N+]([O-])c1cc(S(=O)(=O)/N=C(/c2ccccc2)N2CCOCC2)ccc1Cl,i,i,i,i,i,i,i,0.6,i,i,i
Cc1ccc2[nH]c3c(c2c1)CN(C(=O)CN1CCN(c2ccccc2)CC1)CC3,.,i,i,i,.,i,i,1.7,.,.,.
Nc1ccc(S(=O)(=O)NC(=O)c2ccccc2)cc1,i,i,i,i,i,i,i,4.2,i,i,i
Cn1ncc(Cl)c1C(=O)N1CCN(c2ccccc2)CC1,i,i,i,i,i,i,i,24.5,i,i,i
Cc1csc(SCC(=O)Nc2ccccc2)n1,i,i,i,i,i,i,i,-4.2,i,i,i
Cc1ccc(NS(=O)(=O)c2ccc(-n3cccn3)cc2)c(C)c1,i,i,i,i,i,i,i,2.4,i,i,i
Cc1ccc2nc(N(CCN3CCOCC3)C(=O)CCS(=O)(=O)c3ccccc3)sc2c1,i,i,i,i,i,i,i,-3.5,i,i,i
COc1cc([N+](=O)[O-])ccc1NC(=O)CCCOc1cc(C)ccc1C,i,i,i,i,i,i,i,2.3,i,i,i
N/C(CC(=O)Nc1cc(C(F)(F)F)ccc1Cl)=N\O,i,i,i,i,i,i,i,1.1,i,i,i
O=C(O)/C=C/C(=O)NCc1cn(-c2ccccc2)nc1-c1cccc(Br)c1,i,i,i,i,i,i,i,-21.1,i,i,i
O=C(Cc1cccs1)NCc1ccco1,i,i,i,i,i,i,i,-2.5,i,i,i
Cc1ccccc1NC(=O)NNC(=O)CCc1ccccc1,i,i,i,i,i,i,i,-4.4,i,i,i
Cc1nc(C)c(C(=O)Nc2ccccc2)s1,i,i,i,i,i,i,i,-2.0,i,i,i
O=C(CN1C(=O)NC(Cc2ccccc2)C1=O)Nc1ccc(OC(F)F)cc1 (centres undefined),i,i,i,i,i,i,i,-7.6,i,i,i
CN(CCO)S(=O)(=O)c1ccc2c(c1)C(=NNC(N)=O)c1cc(S(=O)(=O)N(C)CCO)ccc1-2,i,i,i,i,i,i,i,-2.2,i,i,i
COc1ccc(CCNC(=O)COc2cc(C)cc3oc(=O)cc(C)c23)cc1,i,i,i,i,i,i,i,8.9,i,i,i
CC(C)N(Cc1nc(-c2ccc(Cl)cc2)no1)C(=O)C12CC3CC(CC(C3)C1)C2,i,i,i,i,i,i,i,-4.6,i,i,i
CCOc1ccccc1OCC(=O)NN1Cc2ccccc2C1=N,i,i,i,i,i,i,i,16.5,i,i,i
CCOc1cc(/C=N/NC(=O)N/N=C/c2ccc(O)c(OCC)c2)ccc1O,i,i,i,i,i,i,i,-6.4,i,i,i
CCOc1ccc(N(C)S(=O)(=O)c2csc(C(N)=O)c2)cc1,i,i,i,i,i,i,i,7.8,i,i,i
COc1ccccc1NNC(=O)C(O)(c1ccccc1)c1ccccc1,i,i,i,i,i,i,i,-4.3,i,i,i
Cc1ccccc1NC(=O)CSc1ccc(-c2ccc(-n3cccn3)cc2)nn1,i,i,i,i,i,i,i,-0.1,i,i,i
COc1cccc(CN2CCCCC2C(=O)O)c1 (centres undefined),i,i,i,i,i,i,i,-7.8,i,i,i
CCOCC(=O)Nc1cc(C(F)(F)F)ccc1Oc1cccc(Br)c1,i,i,i,i,25*,i,i,20.4,i,i,i
O=C(CN1CCC(O)(c2cccc(F)c2)CC1)NCCc1c[nH]c2ccccc12,i,i,i,i,i,i,i,5.5,i,7.64*,i
Cc1[nH]nc2nc(SCC(=O)NCCC3=CCCCC3)n(-c3ccc(Br)cc3)c(=N)c12,i,i,i,i,i,i,i,6.0,i,i,i
CCCCn1c(CNC(=O)C23CC4CC(CC(C4)C2)C3)nnc1SC(C)CC (centres undefined),i,i,i,i,i,i,i,14.7,i,i,i
N#CC1(c2ccc(NC(=O)c3ccccc3F)cc2)CCCC1,i,i,i,i,i,i,i,-8.5,i,i,i
CCN(CC(=O)Nc1ccc(NC(C)=O)cc1)C(=O)CCCOc1ccc(C(C)(C)C)cc1,i,i,i,i,i,i,i,2.0,i,i,i
COc1ccccc1CNCC(=O)Nc1ccc(C(F)(F)F)cc1,i,i,-5.22*,i,i,i,i,-2.8,i,i,i
CCOc1ccc(C2C(C#N)=C(N)N3C(=C2C#N)Sc2ccccc23)cc1 (centres undefined),i,i,i,i,i,i,i,1.2,i,i,-4.83*
Cc1ccc(NC(=O)CCC(=O)NNC(=O)c2cccs2)c(C)c1,i,i,i,i,i,i,i,-4.6,i,i,i

# Outcome played no part in choosing rows. About 6.7% of those tested had a hit in this group.
